Screening results: PubChem BioAssay, Johns Hopkins Ion Channel Center
CHT inh = inhibits the human high affinity choline transporter | 310,000 tested, 0.86% active | AID 488975 | B-score at 10 µM | Q9GZV3 | CHT-expressing cells, membrane potential dye, choline response; stronger effect = lower value;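 active means B-score over 3 SD under the library average, and starting fluorescence ratio not unusually high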;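 further: choline stimulus applied at its EC90 after an EC20 pre-addition; B-score computed on integrated fluorescence ratio after choline addition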
Kir21 block = Kir2.1 (mouse) channel inhibition; P35561; HEK293-Kir2.1, FluxOR thallium flux fluorescence; stronger effect = lower value; B-score at 10 µM; 310,000 tested, 0.85% active; AID 1672;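 active means fluorescence ratio B-score at or below minus 3 SD of library scores, with starting-brightness B-score within 2 SD, cut at about -4.2 in these data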;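 further: channel flux triggered by added potassium and thallium sulfate stimulus; B-score of peak minus minimum fluorescence over baseline after thallium stimulus; more negative B-score means stronger Kir2.1 block with less thallium influx; some compounds called inactive have numbers as strong as hits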
KCNQ2 inh = KCNQ2 channel blockers in CHO-K1 cells – cell-based, FluxOR thallium flux, B-score, primary screen (AID 2156) | O88943 | 20 min; stronger effect = lower value | B-score at 10 µM | 310,000 tested, 1.1% active;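 active means fluorescence ratio B-score at most minus 3 library SDs, with starting brightness B-score within 2 library SDs, cut at about -5.5 in these data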
Target sequence (O88943 whole entry, looked up): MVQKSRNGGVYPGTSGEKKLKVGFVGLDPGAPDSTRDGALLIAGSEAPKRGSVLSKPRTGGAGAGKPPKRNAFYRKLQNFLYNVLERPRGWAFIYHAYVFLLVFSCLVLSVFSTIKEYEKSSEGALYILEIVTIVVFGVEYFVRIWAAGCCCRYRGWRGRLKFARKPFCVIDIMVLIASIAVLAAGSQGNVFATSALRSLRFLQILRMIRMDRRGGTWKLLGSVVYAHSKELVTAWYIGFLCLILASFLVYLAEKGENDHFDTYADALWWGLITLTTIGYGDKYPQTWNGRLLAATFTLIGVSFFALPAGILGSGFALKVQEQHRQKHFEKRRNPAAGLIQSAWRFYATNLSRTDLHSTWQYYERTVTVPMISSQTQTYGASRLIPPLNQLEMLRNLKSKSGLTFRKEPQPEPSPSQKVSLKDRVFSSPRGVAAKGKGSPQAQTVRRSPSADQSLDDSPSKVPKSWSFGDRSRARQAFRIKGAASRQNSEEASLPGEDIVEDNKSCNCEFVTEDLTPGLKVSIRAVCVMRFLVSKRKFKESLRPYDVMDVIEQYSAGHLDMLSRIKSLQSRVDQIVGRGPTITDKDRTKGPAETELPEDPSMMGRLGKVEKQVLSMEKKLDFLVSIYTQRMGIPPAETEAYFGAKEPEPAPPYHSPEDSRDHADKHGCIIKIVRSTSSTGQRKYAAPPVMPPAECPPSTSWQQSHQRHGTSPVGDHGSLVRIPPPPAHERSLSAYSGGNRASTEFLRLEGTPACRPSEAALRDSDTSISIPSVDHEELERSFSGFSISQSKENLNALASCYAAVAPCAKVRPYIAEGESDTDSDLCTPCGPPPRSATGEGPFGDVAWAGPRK
* marks the source's active call; other numbers are inactive results; i = inactive; nt = not tested or not shown.

SMILES	CHT inh	Kir21 block	KCNQ2 inh
Cc1nn(-c2ccccc2)c(C)c1/C=N/NC(=O)c1cc(-c2ccc(Cl)s2)[nH]n1	i	-0.08	i
CC(=O)Oc1ccc2c(c1)c(C(C)=O)c(C)n2C	i	-0.88	i
Cc1cccc(N(Cc2cc(=O)[nH]c3ccccc23)C(=O)C(C)C)c1	i	-0.08	i
O=C(/C=C\c1ccco1)Nc1nc(-c2ccc3ccccc3c2)cs1	i	0.14	i
CCn1c(-c2cccc(Cl)c2)n[nH]c1=S	i	-1.1	i
CCCCCOc1ccc(/C=C/C(=O)NCCc2nc3ccccc3[nH]2)cc1OC	i	0.68	i
N#CCC(CNc1ncc(C(F)(F)F)cc1Cl)OC(=O)c1ccc(Cl)cc1 (configuration not stated)	i	0.62	i
Cc1ccc(OCC(O)CN2C(=O)NC(C)(C)C2=O)cc1 (configuration not stated)	i	0.27	i
S=c1[nH]nc(-c2cc(-c3ccccc3)n[nH]2)n1/N=C/c1cccc(Cl)c1	i	-0.59	i
CCCCNC(=O)NCCN1CCOCC1	i	-0.31	i
Cc1ccc(-c2c(C)c(-c3ccc(F)cc3)nc(N)c2C#N)o1	i	-1.5	i
Cc1nc(SCC(=O)Nc2ccc(N3CCOCC3)cc2)nc(C)c1C	i	0.06	i
CCn1c(SCCC(=O)O)nnc1-c1cccnc1	i	0.1	i
CCOC(=O)c1c(NC(=O)CSc2nnnn2-c2ccccc2)sc2c1CC(C)(C)NC2(C)C	i	-1.5	i
COCCn1c(SCc2cc(=O)n3cc(C)ccc3n2)nc2ccccc2c1=O	i	-0.91	i
COCCCn1c(=O)/c(=C\c2ccccc2OC(F)F)s/c1=C(/C#N)C(=O)NCCOC	i	0.27	i
COc1ccc(S(=O)(=O)N2CCC(C(=O)NCCC(=O)NCc3ccccc3OC)CC2)cc1	i	-0.62	i
COc1cc(CN2CCC(n3nccc3NC(=O)C3CC3)CC2)cc(OC)c1	i	2.4	i
COc1ccc(CCNC(=O)CCS(=O)(=O)c2ccc(Br)cc2)cc1OC	i	-0.04	i
O=C(c1cccnc1)N1CCN(S(=O)(=O)c2ccc(F)cc2)CC1	i	0.41	i
Clc1ccc(-c2nc(-c3cc4cc(Cl)ccc4o3)cs2)cc1	i	-0.52	i
COc1ccc(NC(=O)C/C(C)=N/NC(=O)c2ccco2)c([N+](=O)[O-])c1	i	0.81	i
CC(=O)c1ccc(O)c(CC=C(C)C)c1O	i	-1.1	i
O=C(O)c1ccc(CSC2CCCCC2)cc1	i	0.07	i
CCCCNC(=O)CC1N=C2c3ccccc3N=C(SCC(=O)Nc3ccccc3OC)N2C1=O (configuration not stated)	i	-1.6	i
Cc1ccc2nc(CCCc3nc4ccc(C)cc4[nH]3)[nH]c2c1	nt	-8.6*	i
COCCCNC(=O)CN(c1ccc(OC)cc1)S(=O)(=O)c1ccc(NC(C)=O)cc1	i	0.02	i
O=C(COC(=O)c1cccc(-n2cnnn2)c1)c1ccc(Br)cc1	i	0.11	i
Fc1ccc(-n2c(CN3CCCCC3)n[nH]c2=S)cc1	i	-1.9	i
Cc1ccc(NCC(=O)Nc2cccc(F)c2)cc1S(=O)(=O)N1CCCCCC1	i	-0.24	i
N#Cc1cc(C(=O)c2ccccc2OCC(=O)Nc2ccccc2Cl)cn(C2CCCCC2)c1=O	i	-0.09	i
Cn1cc(C=O)c2ccccc21	i	0.69	i
Cc1ccccc1S(=O)(=O)Nc1cccnc1	i	-1.7	i
Cc1[nH]c2ccccc2c1C(=O)C(C)OC(=O)c1ccc([N+](=O)[O-])o1 (configuration not stated)	i	1.1	i
COc1cccc(CNc2nc3ccc(C)cc3n3cnnc23)c1	i	0.03	i
COc1ccc(CN2CSC(=S)N(Cc3ccccc3)C2)cc1	i	-0.14	i
CC1(C)CC2(CCCN(CC(O)(c3ccccc3)c3ccccc3)C2)CCO1 (configuration not stated)	i	-1.3	i
O=C(Nc1ccc2c(c1)OCO2)c1ccc(Cl)nc1	i	-0.3	i
Cc1ccc(C(c2nnnn2CC2CCCO2)N2CCN(C(=O)c3ccco3)CC2)cc1 (configuration not stated)	i	-0.84	i
COc1cc(-c2noc(C)c2C#Cc2ccc(N)cc2)cc(OC)c1OC	i	0.46	i
CCCn1c(O)c(C=Nc2ccccc2)sc1=S	i	0.18	i
Brc1[nH]nc2ccccc12	i	-0.93	i
CCc1c(C(=O)NCc2ccccc2Cl)[nH]c(C)c1C(C)=O	i	3.3	i
Fc1ccc(/C=N/Nc2cc(N3CCOCC3)ncn2)cc1	i	0.55	i
CCc1cc(=O)oc2cc(C)cc(OCC(=O)NCc3ccccn3)c12	i	-1.4	i
O=C(c1ccccc1)N1N=C(C(F)(F)F)CC1(O)c1ccc(F)cc1 (configuration not stated)	i	-2.2	i
COc1cccc(CN(C)C(=O)c2ccc3c(=O)n4c(nc3c2)CCC4)c1OC	i	-1.3	i
COc1ccccc1CN(CC(=O)NCc1ccco1)C(=O)CNS(=O)(=O)c1ccc(C)cc1	i	-0.15	i

Shown as a hit in Kir21 block, among the entries above:
SMILES	CHT inh	Kir21 block	KCNQ2 inh
Cc1ccc2nc(CCCc3nc4ccc(C)cc4[nH]3)[nH]c2c1	nt	-8.6*	i

Continued.
SMILES	CHT inh	Kir21 block	KCNQ2 inh
O=C(O)c1cccc(NN=C2c3ccccc3-c3ccccc32)c1	nt	1.7	i
O=C(Nc1ccc(-c2noc(-c3cccs3)n2)cc1)c1cccnc1	i	0.01	i
Cc1noc(/C=C/c2ccco2)c1S(=O)(=O)N1CCC(C(=O)Nc2ccc(Cl)cn2)CC1	i	-2.1	i
Cn1nnnc1SCC(=O)Nc1c(Cl)cccc1Cl	i	0.03	i
Cc1ccccc1CC1(CO)CCCN(C(=O)Cc2c(F)ccc(F)c2F)C1 (configuration not stated)	i	-0.28	i
O=P(CCC(F)(F)F)(CCC(F)(F)F)CCC(F)(F)F	i	0	i
Cc1cccc(NC(=O)CSc2nc3nc4c(cc3c(=O)n2-c2ccccc2)CCCC4)c1	i	-1.9	i
NC(=O)Nn1c(CCC(=O)O)ccc1-c1ccc(Br)cc1	i	-0.01	i
CC(C)c1ccc(OCc2nc(-c3ccccn3)no2)c(Br)c1	i	0.68	i
CCOC(=O)c1ccc(S(=O)(=O)N2CCN(c3ccccn3)CC2)cc1	i	1.3	i
O=C(NC1CCCCCC1)C1CCN(S(=O)(=O)c2cccc3cccnc23)CC1	i	-0.12	i
Cc1ccc(C)c(Cn2c(=O)c3c(nc4n3CCN4Cc3ccco3)n(C)c2=O)c1	i	0.72	i
O=[N+]([O-])c1cc(/C=N/N2CCCCC2)ccc1Cl	i	-0.05	i
Cc1ccc(CNC(=O)CN2C(=O)NC(C)(c3cccc(Br)c3)C2=O)cc1 (configuration not stated)	i	0.4	i
COc1cccc(CC(NC(C)=O)C(=O)NC2CCN(c3c(Cc4ccccc4)c(C)nc4ncnn34)CC2)c1 (configuration not stated)	i	0.06	i
CSc1nc2ccc(S(=O)(=O)N3CCCCC3)cc2s1	i	0.51	i
O=C(O)c1nccnc1C(=O)Nc1ccc(Cl)cn1	i	0.2	i
COc1ccccc1C(=O)NCC(=O)NCC1(N2CCCCC2)CCCCC1	i	-0.82	i
Cc1ccc(NC(=S)Nc2cc(C)on2)cc1	i	-0.17	i
COc1ccc(-c2cc(C(F)(F)F)n3nc(N)nc3n2)cc1	i	-1.2	i
CCCc1cnc(N2CCN(C(=S)NC)CC2)nc1	i	-1	i
Cn1c(NNC(=O)/C=C/c2ccc3c(c2)OCO3)cc(=O)n(C)c1=O	i	-0.05	i
O=C(COC(=O)CSc1ccc(Br)cc1)NCc1ccco1	i	1.2	i
CC1CCCCN1C(=O)c1cc(Cl)ccc1[N+](=O)[O-] (configuration not stated)	i	-1.1	i
CCC(CC)C(=O)N(c1ccc(F)cc1)C1C=CS(=O)(=O)C1 (configuration not stated)	i	0.83	i
COc1ccc2ccccc2c1CNCCCN1CCOCC1	i	1.5	i
Cn1c(=O)c2cc(S(=O)(=O)Nc3ccc4c(c3)OCO4)ccc2n(C)c1=O	i	-1.2	i
COc1cc(C2C(C#N)=C(N)OC3=C2C(=O)CCC3)cc2c1OCO2 (configuration not stated)	i	-1.1	i
CCc1cccc2c(C#N)cn(CC(=O)NCc3ccco3)c12	i	-1.5	i
CCOc1ccc(CCNC(=O)c2ccc3c(=O)n4c(nc3c2)CCCCC4)cc1	i	-1.1	i
Cc1nc(Nc2ccc(Cl)cc2)c2oc3ccccc3c2n1	i	1.7	i
Cc1ccc(N(C(=O)CNC(=O)c2ccco2)C(C(=O)NC2CCCC2)c2cccnc2)cc1F (configuration not stated)	i	-0.01	i
Cc1ccccc1C(=NCCCN(C)C)c1ccccc1C	i	-0.17	i
Cc1ccc(C(=O)Nc2ccc(CN3CCS(=O)(=O)CC3)cc2)cc1C	i	1.4	i
CCc1sc(C(=O)Nc2ccc3c(c2)OCCO3)cc1Br	i	-0.03	i
CCOC(=O)N1CCN(S(=O)(=O)c2c(C)nn(C)c2C)CC1	i	1.7	i

4 consecutive compounds out of the list so far:
SMILES	CHT inh	Kir21 block	KCNQ2 inh
CCC(CC)C(=O)N(c1ccc(F)cc1)C1C=CS(=O)(=O)C1 (configuration not stated)	i	0.83	i
COc1ccc2ccccc2c1CNCCCN1CCOCC1	i	1.5	i
Cn1c(=O)c2cc(S(=O)(=O)Nc3ccc4c(c3)OCO4)ccc2n(C)c1=O	i	-1.2	i
COc1cc(C2C(C#N)=C(N)OC3=C2C(=O)CCC3)cc2c1OCO2 (configuration not stated)	i	-1.1	i

Looked up above.
Cc1ccc2nc(CCCc3nc4ccc(C)cc4[nH]3)[nH]c2c1 @ Kir21 block = -8.6*
Cc1ccc(-c2c(C)c(-c3ccc(F)cc3)nc(N)c2C#N)o1 @ Kir21 block = -1.5
CCCn1c(O)c(C=Nc2ccccc2)sc1=S @ Kir21 block = 0.18

Later entries:
SMILES	CHT inh	Kir21 block	KCNQ2 inh
CCN(CC(=O)NC(C)C)Cc1nc2sc3c(c2c(=O)[nH]1)CCC3	i	-0.67	i
c1ccc(COc2ccc(OCCCN3CCCCC3)cc2)cc1	i	-2.2	i
NS(=O)(=O)c1ccc(N/N=C/c2ccc3c(c2)OCO3)c([N+](=O)[O-])c1	i	1.6	i
COC(=O)c1sccc1-c1ccc(C(=O)Nc2cccc(Cl)c2)o1	i	0.71	i
COc1ccc(CC(=O)n2c(CC#N)nc3ccccc32)cc1OC	i	-0.38	i
CCOC(=O)c1nc(SC)n(C)c1C(=O)OCC	i	-0.89	i
CCCC(=O)N=c1sc2c(OC)ccc(OC)c2n1C	i	0.61	i
O=C(Cc1nnc(NC(=O)c2ccccc2)s1)N/N=C/c1cccc(O)c1	i	0.06	i
CN(C(=O)CC1C(=O)NCCN1Cc1cccc(F)c1F)C1CC(C)(C)NC(C)(C)C1 (configuration not stated)	i	0.42	i
Cc1ncc([N+](=O)[O-])n1CCOC(=O)NC(NCc1cccnc1)C(Cl)(Cl)Cl (configuration not stated)	i	2.3	i
COc1cc(-c2nc3ccc(C)cn3c2Nc2ccc3c(c2)OCCO3)ccc1O	i	2	i
O=C(Nc1ccc(Cl)cc1)c1cccs1	i	0.61	i
Cc1cc(N2CCN(C3CCCCC3)CC2)nc2cccc(O)c12	i	-0.75	i
Fc1ccc(C2CCCCN2Cc2nc(CC3CC3)no2)cc1 (configuration not stated)	i	-0.73	i
Cn1c(Cn2c(=O)sc3ccccc32)nnc1SCc1ccccn1	i	-0.11	i
CSc1nnc(CNS(=O)(=O)c2ccc(Cl)cc2)n1C	i	0.32	i
Cc1nc2ccc(S(=O)(=O)NC(C(=O)Nc3nc4ccc(Cl)cc4s3)C(C)C)cc2s1 (configuration not stated)	i	-0.95	i
Cc1ccc(C2=NNC3(CCOC(C)(C)C3)S2)cc1 (configuration not stated)	i	-1.9	i
Cc1cc(N2CCCC2)c(F)cc1/C=C\[N+](=O)[O-]	nt	-7.7*	i
COc1ccc2ccn(S(=O)(=O)c3ccccc3)c2c1	i	-0.53	i
NC(=O)COc1ccc(NS(=O)(=O)Cc2ccccc2)cc1	i	-0.02	i
COc1ccc(Cn2ccnc2SCC(=O)Nc2ccccc2OC)cc1	i	-4.5*	-6.1*
CCc1cc(C(=O)Nc2cc(S(=O)(=O)N(C)C)ccc2C)sc1C	i	0.05	i
CCCCn1c(N)c(N(CC(C)C)C(=O)C2CCCN(C(=O)c3ccc(Cl)cc3)C2)c(=O)[nH]c1=O (configuration not stated)	i	0.06	i
CCC(C(=O)NC1CCCC1)N(C(=O)c1snc(C(N)=O)c1N)c1ccc(OC)cc1 (configuration not stated)	i	0.97	i
C=COCCNC(=S)Nc1cccc(Cl)c1	i	-0.54	i
Cc1ccc(S(=O)(=O)NCCCN2CCOCC2)c(C)c1	i	-0.83	i
Cc1cc(C(=O)CSc2nnc(N)s2)c(C)n1-c1c(C)n(C)n(-c2ccccc2)c1=O	i	-0.48	i
CCOCCCNC(=S)N1CCN(CC)CC1	i	-0.49	i
O=C(Oc1c(-c2ccccc2)c(=O)n2c3c(cccc13)CC2)c1ccco1	i	0.12	i
O=C(NC(=S)Nc1ccc(S(=O)(=O)Nc2ccccc2)cc1)C1CC1	i	0.63	i
CC(NC(=O)Cn1ncc(Cl)c(Cl)c1=O)C12CC3CC(CC(C3)C1)C2 (configuration not stated)	i	-0.6	i
O=C(c1cc2ccccc2c(=O)o1)N1CCCCCC1	i	-0.2	i
O=c1c2cc(NC(=S)NC3CCCCC3)ccc2nc2n1CCCCC2	-5.4*	0.43	i
Cc1cccc(N2CCN(C(=S)c3ccccc3)CC2)c1	i	-1.8	i
Cc1ccc(C)c(N(CC(=O)NCc2ccccc2)C(=O)c2csnn2)c1	i	1.6	i
Oc1ccc(C2=NNC(=NCc3ccc4c(c3)OCO4)SC2)c(O)c1	i	-0.34	i
